Source: PubChem BioAssay
Peg3 prom inh – inhibitors of Peg3 promoter; HeLa PEG-Prom luciferase reporter, luminescence, overnight; inhibition, % at 20 µM; 1.7% of 360,000 active;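 active = inhibition of at least 50% at 20 µM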
CF NFkB block – cystic fibrosis NF-kB activation inhibition. KKLEB NF-kB-GFP reporter, PAF-induced, GFP fluorescence overnight. inhibition, % at 5 µM. 0.86% of 360,000 active. AID 588850;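 active = at least 50% inhibition at 5 µM, scaled per plate between neutral and stimulator controls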;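 note: PAF is a Pseudomonas aeruginosa culture filtrate used as stimulus; plate controls were PAF-stimulated DMSO wells for no effect and unstimulated DMSO wells for full effect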
MITF TRPM1 inh – inhibitors of MITF-driven TRPM1 promoter in melanoma cells | SK-MEL-5 TRPM1 promoter luciferase, 24 h | inhibition, % at 12.5 µM | 0.83% of 330,000 active | AID 488899;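 active = mean inhibition across replicates of 60% or more, whatever share of single replicates reaches that level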; note: values of inactives mirror those of a sister screen read the other way
KKLEB tox – CF airway cell cytotoxicity counter-screen. KKLEB CF airway cells viability, ATPlite luminescence, overnight; stronger effect = lower value; cells stimulated with P. aeruginosa culture filtrate. activity change (cytotoxicity), % at 5 µM. 0.36% of 360,000 active;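 active = corrected activity change at or below -50% at 5 µM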
NR2E3 ag-1 – NR2E3 (human) agonism | GST-NR2E3/biotin-RetCOR TR-FRET, 1536-well | inhibition of corepressor binding, % at 4.78 µM | 0.12% of 320,000 active | AID 2300;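 active = percent inhibition above the cutoff of mean plus 3 SD of all tested compounds, set per screening campaign, cut at about 20% in these data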;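 note: 0% = DMSO wells and 100% = biotin wells as full block of FRET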
Target sequence (Q9Y5X4 whole entry, looked up): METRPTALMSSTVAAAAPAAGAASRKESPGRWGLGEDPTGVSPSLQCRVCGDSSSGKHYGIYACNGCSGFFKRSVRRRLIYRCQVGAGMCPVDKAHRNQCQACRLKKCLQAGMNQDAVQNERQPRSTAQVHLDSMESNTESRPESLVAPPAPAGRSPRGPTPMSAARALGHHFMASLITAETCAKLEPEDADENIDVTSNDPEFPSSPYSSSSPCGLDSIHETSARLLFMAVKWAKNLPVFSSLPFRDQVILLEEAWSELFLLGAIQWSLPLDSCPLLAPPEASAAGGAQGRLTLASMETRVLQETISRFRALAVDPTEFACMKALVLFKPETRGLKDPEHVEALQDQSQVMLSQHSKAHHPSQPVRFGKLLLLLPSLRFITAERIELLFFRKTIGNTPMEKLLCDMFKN
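System: GST-tagged NR2E3 plus biotinylated RetCOR corepressor; Buffer or medium: pH 7.5 Tris-based buffer; Probe or stimulus: RetCOR corepressor, biotinylated, 7 nM; Doses: compound at 4.8 µM, single dose; Schedule: 5 h incubation at 4 °C; Technique: time-resolved FRET; Evaluation: percent inhibition of TR-FRET ratio; Replication: one well per compound, singlicate testing.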
Shn3 inh set2 – Schnurri-3 reporter inhibition in Clone20 osteoblasts | Clone20 osteoblast Shn3 3'UTR firefly luciferase, 24 h | inhibition, % at 12.5 µM | 0.52% of 360,000 active | AID 588674;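 active = mean inhibition of at least 75% with every replicate also reaching 75%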;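 note: 0% = median of neutral control wells and 100% = pilot-screen positive control compound; some compounds past the cut are filed as inactive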
C8 TRAIL sens – caspase-8 TRAIL sensitization; AID 624354; 1% of 360,000 active; inhibition (viability loss, TRAIL sensitization), % at 10 µM; NB7+C8 cells + TRAIL, ATPlite viability luminescence;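 active = compounds causing at least 50% loss of cell viability in the single-dose screen, relative to plate controls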
NR2E3 ag-2 – human photoreceptor-specific nuclear receptor agonism | Q9Y5X4 | CHO-S Gal4-NCOR/VP16-NR2E3 two-hybrid, luciferase | inhibition of corepressor binding, % at 3.98 µM | 0.35% of 360,000 active | AID 602229;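 active = inhibition above the mean of all tested compounds plus 3 SD, cut at about 70% in these data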;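 note: 0% = DMSO with NR2E3 transfected cells and 100% = cells lacking NR2E3 construct; higher means lower luciferase signal from less NR2E3 corepressor binding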
HIF-2a block – HIF-2a inhibition. 786-0 RCC cells HIF-2a reporter, luciferase luminescence, overnight. inhibition, % at 18.8 µM. 0.72% of 360,000 active;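 active = inhibition of the luminescence signal of 40% or more relative to plate controls, in a single-dose primary screen at 18.75 µM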
hiPSC survival – increases survival of single human iPS cells. survival enhancement, % at 20 µM. hiPSC single-cell survival, ATPlite luminescence; 100% = ROCK inhibitor wells, 0% = DMSO. 0.044% of 360,000 active. AID 602274; in the data active = survival enhancement above about 18%;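 note: cells exposed to compounds for 16 hours before the ATP read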
LMP1 NFkB inh – reduces LMP1-driven NF-kappaB luciferase signal; LMP1-induced NF-kappaB luciferase reporter cells, luminescence; inhibition, % at 12.5 µM; 0.69% of 350,000 active; in the data active = inhibition above about 41%;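 note: 0% = neutral control wells and 100% = reference inhibitor control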
* hit, by the source's call; . = not tested or not shown.

SMILES	Peg3 prom inh	CF NFkB block	MITF TRPM1 inh	KKLEB tox	NR2E3 ag-1	Shn3 inh set2	C8 TRAIL sens	NR2E3 ag-2	HIF-2a block	hiPSC survival	LMP1 NFkB inh
COc1ccc(NC(=O)CSc2nc3[nH]c(=O)cc(O)c3s2)cc1OC	2	19	-5	7	1	12	-2	-8	9	2.0	3
Cc1cc(C)n(-c2nc3ccccc3n3c(C)nnc23)n1	12	4	12	-6	-1	3	-1	-25	11	-0.3	4
COc1ccc(C2CC(=O)N3CN(c4ccccc4F)CSC3=C2C#N)cc1OC (configuration not stated)	-10	-7	.	7	4	-14	6	-2	-7	0.3	-4
C=CCNC(=O)CSc1nc2sccc2c(=O)n1-c1ccccc1	18	1	0	-5	23*	-2	-1	9	3	-0.4	-2
CCN(CC)C(=O)COc1coc(CN2CCN(Cc3ccccc3)CC2)cc1=O	-7	22	-14	10	-1	1	-7	-37	9	0.5	-3
COc1ccc(N2C(=O)C(OC(C)=O)C2c2ccc(C)cc2)cc1 (configuration not stated)	5	2	-1	6	0	-1	-4	-10	16	-1.0	-10
CC(=O)Nc1cccc(-c2nc3ccc(NC(C)=O)cc3[nH]2)c1	16	-6	12	-1	1	-18	9	-15	4	-0.3	0
COc1ccc(C(=O)C2CCCN(C(=O)c3ccnn3C)C2)cc1OC (configuration not stated)	9	-8	-2	9	1	-40	3	-29	-15	0.2	0
Cc1ccccc1CN(c1ccc(C(=O)N2CCCC2)cc1)S(C)(=O)=O	15	6	2	-9	2	-7	6	2	-4	1.7	1
O=C(NCCCN1CCOCC1)c1cc2cc(Br)ccc2oc1=O	9	2	16	4	1	7	-3	-24	-7	-0.1	5
O=C(/C=C/C=C/c1ccccc1)c1ccco1	-72	-16	-8	5	-3	-11	6	-4	-19	-0.7	-6
Cc1cc(Nc2ccccc2)n2nc(C)c(-c3ccccc3)c2n1	-117	-3	-67	-3	0	-43	-5	-54	-151	-0.1	-23
Cc1ccc(-c2nc3ccccc3s2)cc1NC(=O)c1cc(-n2cnnc2)ccc1Cl	-92	18	-11	-9	0	-16	13	-22	-118	-1.1	-3
CCc1ccc(N2CC(C(=O)Nc3ccc(F)cc3)CC2=O)cc1 (configuration not stated)	10	-8	11	2	-2	0	4	20	-1	-0.5	2
CCOC(=O)C1CCN(S(=O)(=O)CCNC(=O)c2cccc(OC)c2)CC1	9	-6	9	0	-3	5	4	-14	-3	-0.2	6
N/C(=N\O)c1cccc(CS(=O)(=O)c2ccccn2)c1	6	-22	-17	16	-3	-20	-5	17	7	-0.5	-8
CSCc1nc2sc(C(=O)Nc3nc(C)cs3)c(C)c2c(=O)[nH]1	-152	-6	-51	5	0	-33	-24	-73	-191	0.0	-7
OCCC1CN(Cc2ccc3nsnc3c2)CCN1C1CCCC1 (configuration not stated)	4	8	2	1	0	-3	-3	5	12	1.5	-1
CCOc1ccc(-c2nnc(SCC(=O)N3CCCC3)o2)cc1	-180	6	-25	8	3	-26	2	-32	-159	0.4	-4
CC(=O)Nc1ccc(S(=O)(=O)NCc2ccc(C(=O)NCc3ccc4c(c3)OCO4)cc2)cc1	9	-3	-6	2	-1	-4	0	0	18	1.2	9
COCCC(=O)N1CCCC(C(=O)c2ccccc2SC)C1 (configuration not stated)	-3	-4	-8	12	0	-24	-15	-8	-4	0.0	5
Oc1ccccc1/C=N/NC(=S)NC1CC2C=CC1C2 (configuration not stated)	-214	15	-53	-11	-4	20	19	-6	-224	0.3	0
O=C(CNC(=O)c1ccccc1F)c1ccc(Br)cc1	-277	1	-44	-3	0	-102	3	-147	-321	-0.3	-11
COc1ccc(C)cc1NC(=O)CNC(=O)Cn1ccc2ccccc2c1=O	18	20	3	3	2	1	-1	-3	16	0.1	11
O=C(c1cc(-c2ccc(Cl)cc2)on1)N1CCCCCC1	-375	-8	-63	-1	2	-28	2	-123	-232	-0.7	-36
CC(CN1CCOCC1)C(=O)O (configuration not stated)	4	10	-5	-9	1	1	-4	-12	12	3.7	-1
O=P(COc1ccccc1)(c1ccccc1)c1ccccc1	13	18	-10	-18	-3	-11	-4	-9	4	2.6	-8
OC(CNCc1ccc2c(c1)OCO2)COc1ccccc1 (configuration not stated)	0	11	7	-2	3	-2	-5	1	3	0.4	1
Cc1ccc(CCNC(=O)C2CCC(=O)N(CC3CCCCC3)C2)cc1 (configuration not stated)	2	-5	-2	10	2	2	17	2	-4	1.4	1
COc1ccc(C(=O)Nc2ccc([N+](=O)[O-])cn2)c(OC)c1	-165	-6	-7	-8	-4	-10	53*	-125	-184	-1.4	4
Cc1ccc(C)c(N(C(=O)c2csnn2)C(C(=O)NC2CCCCC2)c2ccncc2)c1 (configuration not stated)	16	-13	.	8	2	4	-13	-15	11	-0.6	7
Cc1ccc(CC(=O)Nc2nccs2)cc1	10	-9	-2	-2	-2	1	-6	3	-17	1.1	1
O=C(C[n+]1ccccn1)c1ccccc1	-18	-4	-9	-1	-1	-10	-1	-5	-135	-0.6	6
Cc1cccc(CNC(=O)C2CCCN(c3nn4c(=O)cc(C)nc4s3)C2)c1 (configuration not stated)	-1	-12	.	13	2	2	-4	-21	3	1.1	-3
O=C1CC(c2ccccc2)CC2=C1C1(CCCC1)N=C(Nc1nc3ccccc3o1)N2 (configuration not stated)	-3	11	.	1	.	14	20	-44	28	0.1	.
CCN1CCN(CCNC(=O)CCCCCn2c(=O)[nH]c3cc(C(=O)OC)ccc3c2=O)CC1	7	2	-3	10	2	0	9	-10	0	-0.3	-3
CCOc1ccc(NC(=O)CS(=O)(=O)c2cn(C)c3ccccc23)cc1	-12	-21	.	21	2	-3	-6	0	11	-2.2	3
Cc1cc(=O)oc2cc(OCC(=O)OCC(=O)Nc3ccccc3F)ccc12	7	8	20	0	0	-5	-6	-7	5	0.2	-3
CCCCC(=O)N1CCCC(c2nc3c(nnn3Cc3cc(C)ccc3C)c(=O)[nH]2)C1 (configuration not stated)	21	-10	12	9	-2	4	-3	-17	20	2.8	0
CN(Cc1nc(-c2ccncc2)no1)S(=O)(=O)c1ccccc1	1	2	-9	-4	0	0	0	2	1	1.8	-2
Cc1ccc(SCc2c(C#N)c3ccccc3n2C)cc1	-46	-19	-22	1	2	-24	4	-37	-88	-2.8	-6
COc1cc(OC)c(C2=NOC(C(=O)O)C2)cc1Cl (configuration not stated)	14	6	6	10	0	3	-2	-6	13	-0.8	2
COc1cc(/C(C)=N/NC(=O)CSc2nc3ccccc3[nH]2)ccc1O	10	-9	1	1	0	-19	-16	-40	-3	-0.7	-10
Cn1cnnc1SCC(=O)Nc1cc(S(=O)(=O)N2CCCCC2)ccc1Cl	1	-13	9	-1	-2	7	4	-35	8	0.0	-9
COc1ccc(-n2nc3c(c2NC(=O)c2ccc(Br)cc2)CS(=O)C3)cc1 (configuration not stated)	10	-12	.	2	4	1	7	-29	12	2.6	5
COc1cccc(COc2ccc(N(C)S(=O)(=O)c3ccccc3)cc2)c1	3	18	-8	-9	0	3	12	-13	-30	1.1	-6
Cc1ccsc1/C=N\NC(=O)c1n[nH]c2c1CCC2	44	16	7	-15	-1	-5	44	-199	36	-1.9	35
O=C1C/C(=C\c2c(F)cccc2Cl)N2CCC1CC2	2	-6	7	3	2	1	1	-40	3	1.0	-3
Cc1ccccc1/C=N\NC(=O)c1csnn1	-96	19	-29	1	1	-21	-3	-39	-149	4.8	-9
Cc1c(C(=O)NCC(c2ccco2)N(C)C)oc2c(Cl)cccc12 (configuration not stated)	17	7	11	-3	0	6	6	2	0	-0.4	-5
O=C1/C(=C\c2ccccn2)SC(=S)N1c1ccc(S(=O)(=O)Nc2nccs2)cc1	13	-4	2	-9	-3	0	-16	-33	12	0.0	1
Cc1ccc(C(=O)NCC(=O)OCC(=O)NC2CCS(=O)(=O)C2)cc1C (configuration not stated)	8	0	-3	-1	0	-58	-1	-15	12	2.6	3
O=C(O)C1CCC(=O)N1C1c2ccccc2Oc2ccccc21 (configuration not stated)	-2	-5	.	4	2	-3	0	-11	8	-1.1	-1
COc1ccc(C(=O)NOCc2ccccc2)cc1	4	29	18	-8	2	-56	56*	-138	-17	-3.8	48*
O=c1cc(Cl)c(-c2ccccc2)nn1Cc1ccc(Cl)cc1	6	-6	-1	-6	0	-10	-6	-14	13	-0.8	-19
CCCN(C(=O)CCNC(=O)Cn1cnc2ccccc2c1=O)c1cccc(Cl)c1	-3	-8	2	3	2	5	0	14	0	1.1	0
Cc1ccc(C(=O)NC2CCCC2)s1	-23	18	-6	-4	-2	-17	-14	-21	-67	0.3	-10
COc1ccc2sc(-c3ccc(SC)cc3)c(-c3ccc(O)cc3)c2c1	32	18	7	-6	.	9	6	-1	25	2.6	-10
O=c1c2ccccc2oc2cc(C#Cc3ccccn3)ccc12	-202	-47	-26	22	0	-41	32	-41	-264	-1.6	-9
Cc1cccc(C(=O)NCC(=O)NCCSc2ccc(Br)cc2)c1	6	3	3	-9	-4	-15	-13	4	3	0.9	7

The list continues:
SMILES	Peg3 prom inh	CF NFkB block	MITF TRPM1 inh	KKLEB tox	NR2E3 ag-1	Shn3 inh set2	C8 TRAIL sens	NR2E3 ag-2	HIF-2a block	hiPSC survival	LMP1 NFkB inh
O=C(Cc1coc2cc(O)ccc12)NNC(=O)c1ccc(Br)s1	-19	8	13	2	.	-6	21	-4	-7	-0.2	-14
Cc1c(NC(=O)Nc2cccc(Cl)c2Cl)c(=O)n(-c2ccccc2)n1C	3	16	-4	-15	0	6	12	0	21	0.1	-14
Nc1nonc1C(=O)NCCc1ccccc1	-42	-3	-23	-5	3	-5	-2	-12	-62	-1.1	1
COc1cc(NC(=S)NCc2cccnc2)c(OC)cc1Cl	14	-8	12	4	4	-12	-14	-11	13	-1.8	2
CN1CCN(C(=O)NC2CCCCC2)CC1	6	3	5	1	-2	29	-6	2	20	-1.6	6
Fc1ccc(-c2csc3ncnc(Cl)c23)cc1	2	7	-6	-9	4	-1	1	13	16	-0.3	10
COCCN(C(=O)Cc1cccs1)C(C(=O)NC1CCCC1)c1cc(OC)c(OC)c(OC)c1 (configuration not stated)	15	16	4	8	1	-10	-5	-9	14	-1.3	0

Arranged by SMILES length (smallest number first): part of the list above
SMILES	Peg3 prom inh	CF NFkB block	MITF TRPM1 inh	KKLEB tox	NR2E3 ag-1	Shn3 inh set2	C8 TRAIL sens	NR2E3 ag-2	HIF-2a block	hiPSC survival	LMP1 NFkB inh
Nc1nonc1C(=O)NCCc1ccccc1	-42	-3	-23	-5	3	-5	-2	-12	-62	-1.1	1
CN1CCN(C(=O)NC2CCCCC2)CC1	6	3	5	1	-2	29	-6	2	20	-1.6	6
Fc1ccc(-c2csc3ncnc(Cl)c23)cc1	2	7	-6	-9	4	-1	1	13	16	-0.3	10
Cc1cccc(C(=O)NCC(=O)NCCSc2ccc(Br)cc2)c1	6	3	3	-9	-4	-15	-13	4	3	0.9	7
COCCN(C(=O)Cc1cccs1)C(C(=O)NC1CCCC1)c1cc(OC)c(OC)c(OC)c1 (configuration not stated)	15	16	4	8	1	-10	-5	-9	14	-1.3	0

Some of the compounds tested; rates above refer to the full screens.
